S1P2 agonist: S1P2 (human) receptor agonism. O95136. S1P2-expressing cell line, agonist reporter read-out. activation, % at 4.5 µM. 0.46% of 97,000 active. AID 729; in the data active means activation above about 16%;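 further: 0% = vehicle low control and 100% = maximal reference agonist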
PLAP activator: activates human placental alkaline phosphatase; activation fold at 20 µM; 1.2% of 96,000 active; purified PLAP enzyme, luminescent substrate read-out; active compounds read high; in the data active means activation fold above about 2
MT1-MMP txn act: activates MT1-MMP transcription; HT1080 MT1-MMP promoter luciferase reporter, luminescence, overnight; active compounds read high; 0.16% of 86,000 active; activation factor at 10 µM;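 active means activation factor of at least 2 for MT1-MMP transcription at 10 µM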
S1P2 antag: antagonists of human S1P2 receptor | inhibition, % at 5 µM | AID 736 | cell-based S1P2 antagonist assay, inhibition at 5 uM | O95136 | 0.21% of 97,000 active; in the data active means inhibition above about 45%;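 further: CRE beta-lactamase reporter cells expressing human S1P2 stimulated with S1P; 0% = agonist at EC80 alone and 100% = agonist plus reference antagonist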
EphB4 antag: antagonists of human EphB4-ephrin-B2 interaction; inhibition, % at 7 µM; EphB4 LBD / TNYL-RAW-Alexa532 peptide, fluorescence polarization; P54760; 0.15% of 97,000 active;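 active means inhibition above the screen-wide mean inhibition plus 3 SD, cut at about 15% in these data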;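 further: 0% = DMSO wells and 100% = excess unlabeled TNYL-RAW peptide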
Plk1 PBD FP: inhibitors of human Plk1 polo box domain binding. Plk1 PBD phosphopeptide binding, fluorescence polarization. inhibition, %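 (tested at about 20 µM)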. 0.13% of 97,000 active. AID 693; in the data active means inhibition above about 34%, passing the limit was not always enough
FAK blocker: blocks human focal adhesion kinase activity | inhibition, %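 (tested at 7 µM)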 | Q05397 | 0.84% of 97,000 active | biochemical FAK kinase activity assay; in the data active means inhibition above about 19%;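 further: 0% = DMSO and 100% = reference compound high control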
Target sequence (Q05397 whole entry, looked up): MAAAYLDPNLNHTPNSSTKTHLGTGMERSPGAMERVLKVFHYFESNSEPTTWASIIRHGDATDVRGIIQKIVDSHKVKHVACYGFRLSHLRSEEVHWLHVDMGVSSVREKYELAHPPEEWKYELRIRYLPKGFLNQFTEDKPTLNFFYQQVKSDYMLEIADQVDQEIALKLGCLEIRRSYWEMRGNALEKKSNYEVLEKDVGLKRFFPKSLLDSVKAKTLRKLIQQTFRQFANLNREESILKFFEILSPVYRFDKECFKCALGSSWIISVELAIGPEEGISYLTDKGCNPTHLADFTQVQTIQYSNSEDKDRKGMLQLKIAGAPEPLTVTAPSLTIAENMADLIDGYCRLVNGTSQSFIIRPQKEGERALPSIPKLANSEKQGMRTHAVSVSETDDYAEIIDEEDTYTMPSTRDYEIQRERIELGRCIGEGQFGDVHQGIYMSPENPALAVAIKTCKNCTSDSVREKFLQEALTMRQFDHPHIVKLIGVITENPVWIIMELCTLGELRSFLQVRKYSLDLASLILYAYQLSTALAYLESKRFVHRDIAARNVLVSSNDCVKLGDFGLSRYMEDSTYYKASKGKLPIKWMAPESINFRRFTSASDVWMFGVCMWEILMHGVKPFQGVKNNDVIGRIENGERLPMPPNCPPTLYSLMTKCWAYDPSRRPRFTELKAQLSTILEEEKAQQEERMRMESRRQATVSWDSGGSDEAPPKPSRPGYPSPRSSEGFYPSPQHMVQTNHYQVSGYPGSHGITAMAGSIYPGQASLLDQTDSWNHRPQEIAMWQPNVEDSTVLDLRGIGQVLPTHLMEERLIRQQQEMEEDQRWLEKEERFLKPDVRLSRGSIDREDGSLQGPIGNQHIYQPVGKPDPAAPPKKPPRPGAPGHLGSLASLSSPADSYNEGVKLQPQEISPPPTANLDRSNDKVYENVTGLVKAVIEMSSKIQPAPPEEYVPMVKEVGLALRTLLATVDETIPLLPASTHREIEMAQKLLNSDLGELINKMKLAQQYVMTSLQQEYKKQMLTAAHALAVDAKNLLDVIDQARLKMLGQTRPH
PLK1 inh: PLK1 (human) kinase inhibition; P53350; recombinant PLK1 kinase, TR-FRET peptide phosphorylation; inhibition, % at 10 µM; 0.53% of 97,000 active; AID 619;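 active means inhibition of 50% or more in the single-concentration screen; inactive means inhibition below 50%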;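 further: 0% = DMSO max control and 100% = H-89 dihydrochloride min control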
HIV Rev-RRE inh: HIV Rev-RRE protein-RNA interaction inhibition. 0.79% of 97,000 active. inhibition, % at 8 µM. AID 704. Rev peptide-RRE RNA binding, FRET;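 active means inhibition above the screen-wide mean plus 3 SD, cut at about 35% in these data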;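 further: 0% = median DMSO wells and 100% = median Neomycin B control wells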
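Test system – labelled RRE RNA duplex and labelled Rev peptide · Signal – fluorescein-to-Cy5 FRET, 480 nm excitation · Evaluation – % inhibition of FRET ratio versus controls · Benchmarks – DMSO low control, neomycin B high control · Incubation – 5 min RNA-compound premix plus 15 min binding step, 25 °C · Medium – HEPES pH 7.5 salt buffer with EDTA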
The depositor's hits bear a star. Outcome played no part in choosing rows. Share with any hit: about 3.9%.

Results for Cc1cc2ncn(C(=O)N3CCC(C)CC3)c2cc1C ?
S1P2 agonist: -4; MT1-MMP txn act: 1.7; S1P2 antag: 4; EphB4 antag: -1; Plk1 PBD FP: -16; FAK blocker: 2; PLK1 inh: -12; HIV Rev-RRE inh: 6

Results for CCS(=O)(=O)C(=C1Nc2ccccc2N1)S(=O)(=O)CC ?
S1P2 agonist: -3; MT1-MMP txn act: 1.2; S1P2 antag: 6; EphB4 antag: 6; Plk1 PBD FP: -7; FAK blocker: -3; PLK1 inh: -3; HIV Rev-RRE inh: -1

What do the screens show for `COc1ccc(C(=O)NC(C)c2nnc(SCc3ccc(Cl)c(Cl)c3)n2C)cc1` (stereo unspecified)?
S1P2 agonist: -11; PLAP activator: 1.1; S1P2 antag: 14; EphB4 antag: -3; Plk1 PBD FP: -18; FAK blocker: 6; PLK1 inh: -14; HIV Rev-RRE inh: 10

What do the screens show for `COc1ccc(N2C(=O)CSC23CCCCC3)cc1`?
S1P2 agonist: -1; MT1-MMP txn act: 1; S1P2 antag: 3; EphB4 antag: 2; Plk1 PBD FP: 27; FAK blocker: 15; PLK1 inh: -12; HIV Rev-RRE inh: 0

How did O=C(O)CCCCCNc1nc(=S)[nH]c2ccccc12 do in these assays?
S1P2 agonist: -12; PLAP activator: 1.1; MT1-MMP txn act: 1; S1P2 antag: 9; EphB4 antag: 0; Plk1 PBD FP: 39; FAK blocker: -2; PLK1 inh: -6; HIV Rev-RRE inh: 8

What do the screens show for `CC(C)(Oc1ccc(Cl)cc1)C(=O)Nc1ncccn1`?
S1P2 agonist: -1; PLAP activator: 1.1; MT1-MMP txn act: 1.1; S1P2 antag: -10; EphB4 antag: -9; Plk1 PBD FP: -1; FAK blocker: -2; PLK1 inh: -14; HIV Rev-RRE inh: 3

What do the screens show for `CCCOc1ccc(C(=O)N/N=C/c2ccc(-c3ccc(S(=O)(=O)Nc4ncccn4)cc3)o2)cc1`?
S1P2 agonist: -3; PLAP activator: 1.8; MT1-MMP txn act: 1.2; S1P2 antag: -2; EphB4 antag: 8; Plk1 PBD FP: 24; FAK blocker: -5; PLK1 inh: -6; HIV Rev-RRE inh: 6

What do the screens show for `Cc1occc1-c1nnc(SCC(=O)Nc2nc3ccccc3s2)o1`?
S1P2 agonist: -3; PLAP activator: 0.9; MT1-MMP txn act: 1.1; S1P2 antag: 5; EphB4 antag: 3; Plk1 PBD FP: 18; FAK blocker: 3; PLK1 inh: -11; HIV Rev-RRE inh: 0

Results for O=C1CNC(=O)/C1=C/c1ccc(O)cc1 ?
S1P2 agonist: -3; PLAP activator: 0.7; S1P2 antag: 15; EphB4 antag: 3; Plk1 PBD FP: -9; FAK blocker: 2; PLK1 inh: -8; HIV Rev-RRE inh: 14

Results for O=c1cc(-c2ccc(Cl)cc2)[nH][nH]1 ?
S1P2 agonist: 1; PLAP activator: 1.4; MT1-MMP txn act: 1.1; S1P2 antag: -4; EphB4 antag: -7; Plk1 PBD FP: 19; FAK blocker: 3; PLK1 inh: -13; HIV Rev-RRE inh: 0

How did COc1ccc(N(CC(O)CN2CCCCC2)S(=O)(=O)c2ccc(C)cc2)cc1 (stereo unspecified) do in these assays?
S1P2 agonist: -5; PLAP activator: 1.4; MT1-MMP txn act: 1.2; S1P2 antag: 6; EphB4 antag: 0; Plk1 PBD FP: 15; FAK blocker: 1; PLK1 inh: -2; HIV Rev-RRE inh: 1

How did O=C(CN(Cc1ccccc1C(F)(F)F)C(=O)CNC(=O)c1ccco1)NC1CCCC1 do in these assays?
S1P2 agonist: -2; PLAP activator: 1; MT1-MMP txn act: 1; S1P2 antag: 5; EphB4 antag: 0; Plk1 PBD FP: 1; FAK blocker: 6; PLK1 inh: -13; HIV Rev-RRE inh: 7

What do the screens show for `Cc1ccc(NC(=O)C2(NC(=O)c3cccc(N4C(=O)CSC4c4ccccc4)c3)CCCCC2)cc1` (stereo unspecified)?
S1P2 agonist: -8; PLAP activator: 1; S1P2 antag: 11; EphB4 antag: 6; Plk1 PBD FP: -9; FAK blocker: -2; PLK1 inh: -8; HIV Rev-RRE inh: 4

Results for CCCc1ccc(-c2cc(C(=O)NCCc3ccc(S(N)(=O)=O)cc3)c3ccccc3n2)cc1 ?
S1P2 agonist: -6; PLAP activator: 1.2; S1P2 antag: 4; EphB4 antag: 6; Plk1 PBD FP: -1; FAK blocker: -3; PLK1 inh: -1; HIV Rev-RRE inh: 1

Results for CC(C)Nc1nnc(SCC(=O)Nc2ccc(F)cc2)s1 ?
S1P2 agonist: -6; PLAP activator: 0.9; MT1-MMP txn act: 1.1; S1P2 antag: 9; EphB4 antag: 2; Plk1 PBD FP: -2; FAK blocker: 0; PLK1 inh: -2; HIV Rev-RRE inh: 2

Results for CCOc1ccccc1OCC(=O)Nc1ccc(S(=O)(=O)Nc2nc(C)cc(C)n2)cc1 ?
S1P2 agonist: -4; PLAP activator: 1.6; S1P2 antag: -7; EphB4 antag: 4; Plk1 PBD FP: 8; FAK blocker: -6; PLK1 inh: -10; HIV Rev-RRE inh: -1

How did COc1cc(OC)cc(C(=O)N2CCN(c3ncccn3)CC2)c1 do in these assays?
S1P2 agonist: -2; PLAP activator: 0.9; MT1-MMP txn act: 1.1; S1P2 antag: -2; EphB4 antag: -8; Plk1 PBD FP: 3; FAK blocker: -3; PLK1 inh: -14; HIV Rev-RRE inh: 3

Results for Cc1cc(NCCC(C)C)n2nc(C)c(-c3ccccc3)c2n1 ?
S1P2 agonist: -3; PLAP activator: 1; MT1-MMP txn act: 1.1; S1P2 antag: -16; EphB4 antag: 4; Plk1 PBD FP: -11; FAK blocker: 0; PLK1 inh: -6; HIV Rev-RRE inh: 8

How did COc1cccc(C(=O)N(CN2CCCC2=O)c2cc(C)on2)c1 do in these assays?
S1P2 agonist: -5; PLAP activator: 1.3; MT1-MMP txn act: 1.3; S1P2 antag: 5; EphB4 antag: -10; Plk1 PBD FP: 14; FAK blocker: -6; PLK1 inh: -14; HIV Rev-RRE inh: -1

What do the screens show for `O=C(CN1CCN(CC(=O)c2ccc(F)cc2)CC1)Nc1ccccc1Cl`?
S1P2 agonist: -7; PLAP activator: 1.3; MT1-MMP txn act: 1.3; S1P2 antag: 18; EphB4 antag: -6; Plk1 PBD FP: -1; FAK blocker: -4; PLK1 inh: 4; HIV Rev-RRE inh: 4

Next section; it opens with the three that closed the last part.
Results for Cc1cc(NCCC(C)C)n2nc(C)c(-c3ccccc3)c2n1 ?
S1P2 agonist: -3; PLAP activator: 1; MT1-MMP txn act: 1.1; S1P2 antag: -16; EphB4 antag: 4; Plk1 PBD FP: -11; FAK blocker: 0; PLK1 inh: -6; HIV Rev-RRE inh: 8

How did COc1cccc(C(=O)N(CN2CCCC2=O)c2cc(C)on2)c1 do in these assays?
S1P2 agonist: -5; PLAP activator: 1.3; MT1-MMP txn act: 1.3; S1P2 antag: 5; EphB4 antag: -10; Plk1 PBD FP: 14; FAK blocker: -6; PLK1 inh: -14; HIV Rev-RRE inh: -1

What do the screens show for `O=C(CN1CCN(CC(=O)c2ccc(F)cc2)CC1)Nc1ccccc1Cl`?
S1P2 agonist: -7; PLAP activator: 1.3; MT1-MMP txn act: 1.3; S1P2 antag: 18; EphB4 antag: -6; Plk1 PBD FP: -1; FAK blocker: -4; PLK1 inh: 4; HIV Rev-RRE inh: 4

How did Cc1ccc(/C=N/n2c(C)cc(C)c(C#N)c2=O)cc1 do in these assays?
S1P2 agonist: -5; MT1-MMP txn act: 1.2; S1P2 antag: 2; EphB4 antag: 1; Plk1 PBD FP: 1; FAK blocker: -1; PLK1 inh: -12; HIV Rev-RRE inh: 3

How did COc1ccccc1C(O)(C(=O)NN(C(=O)c1ccccc1)c1ccccc1C)c1cccs1 (stereo unspecified) do in these assays?
S1P2 agonist: -1; PLAP activator: 0.9; S1P2 antag: 4; EphB4 antag: 3; Plk1 PBD FP: 4; FAK blocker: -2; PLK1 inh: -6; HIV Rev-RRE inh: 3

What do the screens show for `COc1ccc(NC(=O)C2CCCCN2N)cc1OC` (stereo unspecified)?
S1P2 agonist: -6; MT1-MMP txn act: 1.1; S1P2 antag: -6; EphB4 antag: -11; Plk1 PBD FP: -15; FAK blocker: -2; PLK1 inh: -12; HIV Rev-RRE inh: -4

What do the screens show for `Cc1nc2cc(-n3ccc(=O)cc3)ccc2n1-c1ccccc1`?
S1P2 agonist: -7; PLAP activator: 1.1; MT1-MMP txn act: 1.2; S1P2 antag: 14; EphB4 antag: 4; Plk1 PBD FP: 21; FAK blocker: -1; PLK1 inh: -8; HIV Rev-RRE inh: 10

How did O=C(NCCC1=CCCCC1)c1cnccn1 do in these assays?
S1P2 agonist: 0; PLAP activator: 1; MT1-MMP txn act: 1.5; S1P2 antag: -34; EphB4 antag: 0; Plk1 PBD FP: -9; FAK blocker: -1; PLK1 inh: -5; HIV Rev-RRE inh: 2

What do the screens show for `CCOc1cc(C)c(Cl)cc1S(=O)(=O)N1CCCC1`?
S1P2 agonist: -2; PLAP activator: 1; MT1-MMP txn act: 1; S1P2 antag: 10; EphB4 antag: 9; Plk1 PBD FP: 4; FAK blocker: -3; PLK1 inh: 1; HIV Rev-RRE inh: 12

Results for O=c1n(-c2cccc(Cl)c2)c(=O)n2n1CCC2 ?
S1P2 agonist: -1; PLAP activator: 1.2; MT1-MMP txn act: 1.1; S1P2 antag: 2; EphB4 antag: -3; Plk1 PBD FP: 10; FAK blocker: -2; PLK1 inh: -12; HIV Rev-RRE inh: 5

Results for COc1ccc(NC(=O)c2noc3c2CCC3)cc1 ?
S1P2 agonist: -5; PLAP activator: 1; S1P2 antag: 9; EphB4 antag: 6; Plk1 PBD FP: -7; FAK blocker: 2; PLK1 inh: -9; HIV Rev-RRE inh: -5

Results for O=C(Cc1ccccc1)NCc1nc2ccccc2[nH]1 ?
S1P2 agonist: -2; MT1-MMP txn act: 1.3; S1P2 antag: -4; EphB4 antag: 3; Plk1 PBD FP: -7; FAK blocker: 0; PLK1 inh: -5; HIV Rev-RRE inh: 7

What do the screens show for `CCCC(=O)N(c1ccc2oc(=O)sc2c1)S(=O)(=O)c1ccccc1`?
S1P2 agonist: -4; PLAP activator: 1; MT1-MMP txn act: 1; S1P2 antag: -9; EphB4 antag: 7; Plk1 PBD FP: -4; FAK blocker: 1; PLK1 inh: 1; HIV Rev-RRE inh: 5

How did COc1cccc(-c2cc(C(F)(F)F)n3ncc(C(=O)NCC4CCCO4)c3n2)c1 (stereo unspecified) do in these assays?
S1P2 agonist: -10; PLAP activator: 1.1; MT1-MMP txn act: 1; S1P2 antag: 1; EphB4 antag: -4; Plk1 PBD FP: -5; FAK blocker: -4; PLK1 inh: 3; HIV Rev-RRE inh: -1

What do the screens show for `O=C(NCCCn1ccnc1)C1c2ccccc2Oc2ccccc21`?
S1P2 agonist: -4; PLAP activator: 1.9; MT1-MMP txn act: 1.1; S1P2 antag: 12; EphB4 antag: 4; Plk1 PBD FP: 9; FAK blocker: -1; PLK1 inh: -5; HIV Rev-RRE inh: 6

Results for On1onc2c3cc(-c4ccccc4)nc3ccc21 ?
S1P2 agonist: -6; PLAP activator: 0.7; S1P2 antag: 3; EphB4 antag: 4; Plk1 PBD FP: 1; FAK blocker: 12; PLK1 inh: 4; HIV Rev-RRE inh: 19

How did c1ccc(Cc2nnc3sc(-c4ccncc4)nn23)cc1 do in these assays?
S1P2 agonist: -2; PLAP activator: 0.9; MT1-MMP txn act: 0.9; S1P2 antag: -14; EphB4 antag: 5; Plk1 PBD FP: -14; FAK blocker: 4; PLK1 inh: -1; HIV Rev-RRE inh: 2

How did O=C(NCc1cccnc1)c1ccc(COc2ccc3c(c2)CCC3)o1 do in these assays?
S1P2 agonist: -1; PLAP activator: 1.6; MT1-MMP txn act: 1.2; S1P2 antag: -22; EphB4 antag: -8; Plk1 PBD FP: -23; FAK blocker: 1; PLK1 inh: -21; HIV Rev-RRE inh: 3

Results for CCn1c(=O)n(CCc2ccccc2)c(=O)c2c3c(sc21)CCCC3 ?
S1P2 agonist: -3; PLAP activator: 0.8; MT1-MMP txn act: 1.1; S1P2 antag: -8; EphB4 antag: -2; Plk1 PBD FP: 19; FAK blocker: 2; PLK1 inh: -7; HIV Rev-RRE inh: 11

Compound activity from PubChem.
